CHO parental Ca: counter-screen for OX1R antagonists: effect in parental CHO cells; parental CHO-K1, ATP-induced calcium, Fluo-8 fluorescence; inhibition, % at 5.6 µM; hit rate 0.63% among 330,000;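 active means inhibition above that plate's mean sample inhibition plus 3 SD, cut at about 26% in these data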;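 further: 0% = ATP-challenged DMSO wells and 100% = DMSO wells without ATP; some compounds past the cut are filed as inactive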
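Assay system – parental CHO cells · Reagent – ATP stimulus · Detection – intracellular calcium via Fluo-8 no-wash fluorescent dye · Evaluation – percent inhibition of ATP-evoked calcium rise, normalized to controls · Controls – ATP wells versus no-ATP DMSO wells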
M4 ag: agonists of human muscarinic M4 receptor (CHRM4); CHO-K1 hM4/Gqi5, Fluo-8 calcium fluorescence; vehicle 0%, full acetylcholine response 100%; hit rate 0.14% among 360,000; activation, % at 3 µM; AID 624127;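 active means activation above the run mean over all test wells plus 3 SD, cut at about 32% in these data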;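 further: peak over basal fluorescence ratio per well then scaled between controls; 0% = DMSO wells and 100% = acetylcholine at EC100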
CHRM4 antagonist: antagonists of human muscarinic M4 receptor (CHRM4); CHO-hM4 cells, ACh EC80, Fluo-8 calcium fluorescence; inhibition, % at 3 µM; hit rate 0.73% among 360,000;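 active means inhibition above its plate's cutoff, the mean inhibition of sample wells plus 3 SD, cut at about 27% in these data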;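 further: 0% = acetylcholine EC80 with DMSO and 100% = DMSO without agonist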
M1 ag parental: M1 agonist counterscreen hit in parental CHO-K1 cells; activation, % at 3 µM; hit rate 0.48% among 360,000; AID 602248; Fluo-8 calcium fluorescence; scaled to maximal ATP response, vehicle zero; in the data active means activation above about 15%;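 further: untransfected CHO-K1 host cells lacking M1 receptor as counterscreen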
CHRM1 PAM: potentiates human M1 receptor response to acetylcholine | activation, % at 3 µM | hit rate 0.088% among 360,000 | AID 588819 | P11229 | CHO-K1 hM1, Fluo-8 calcium fluorescence, ACh EC20; 0% = ACh EC20, 100% = maximal ACh; in the data active means activation above about 19%, passing the limit was not always enough
Target sequence (P11229 whole entry, looked up): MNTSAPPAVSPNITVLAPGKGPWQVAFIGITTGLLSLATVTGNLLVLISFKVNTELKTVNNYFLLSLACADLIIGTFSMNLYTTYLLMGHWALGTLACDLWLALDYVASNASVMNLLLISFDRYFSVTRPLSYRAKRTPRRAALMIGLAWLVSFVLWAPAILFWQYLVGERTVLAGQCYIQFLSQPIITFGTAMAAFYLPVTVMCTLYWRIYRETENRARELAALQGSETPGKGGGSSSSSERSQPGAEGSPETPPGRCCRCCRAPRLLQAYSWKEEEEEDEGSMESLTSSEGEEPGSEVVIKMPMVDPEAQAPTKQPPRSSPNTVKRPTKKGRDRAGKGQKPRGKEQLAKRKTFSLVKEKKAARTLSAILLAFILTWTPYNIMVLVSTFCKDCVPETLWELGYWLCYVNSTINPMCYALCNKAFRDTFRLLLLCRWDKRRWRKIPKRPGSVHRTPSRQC
OXTR potentiator: potentiates the human oxytocin receptor response; P30559; CHO-OTR cells, Fluo-8 calcium fluorescence, potentiator mode; 0% = oxytocin EC15, 100% = EC100; activation, % at 3 µM; hit rate 0.061% among 320,000; AID 2445;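 active means activation above that plate's cutoff, the mean activation of tested compounds plus 3 SD, cut at about 6.6% in these data, passing the limit was not always enough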;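 further: 100% uses oxytocin at 75 nM as the full agonist control; some results filed as inactive read as strong as hits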
Target sequence (P30559 whole entry, looked up): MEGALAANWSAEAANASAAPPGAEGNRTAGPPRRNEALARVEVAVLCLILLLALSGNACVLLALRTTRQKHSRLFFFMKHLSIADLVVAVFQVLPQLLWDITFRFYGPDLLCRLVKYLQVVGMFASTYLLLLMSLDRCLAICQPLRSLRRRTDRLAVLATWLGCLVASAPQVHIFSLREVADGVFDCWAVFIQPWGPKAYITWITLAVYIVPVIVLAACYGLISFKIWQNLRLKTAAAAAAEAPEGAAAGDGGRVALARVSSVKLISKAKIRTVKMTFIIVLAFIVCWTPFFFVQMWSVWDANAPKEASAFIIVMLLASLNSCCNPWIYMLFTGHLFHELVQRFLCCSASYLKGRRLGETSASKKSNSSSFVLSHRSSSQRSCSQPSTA
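Material: CHO-OTR cells, human receptor; compound dosing: single dose, 3.0 µM nominal final compound concentration; schedule: 6 min compound pre-incubation at room temperature, 100 s kinetic read; measured by: kinetic Fluo-8 calcium fluorescence; read-out basis: % activation vs EC15 and EC100 oxytocin; controls: EC15 oxytocin alone as 0%, 75 nM oxytocin as 100%; replicates: singlicate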
CHO-K1 Ca antag: nonselective inhibitor or artifact in parental CHO-K1 cells; ATP-induced calcium, Fluo-8 fluorescence; inhibition, % at 3 µM; hit rate 0.6% among 360,000; AID 602250;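 active means inhibition above a per-plate cutoff, the plate's mean sample inhibition plus 3 SD, cut at about 24% in these data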;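 further: 0% = DMSO plus EC80 ATP and 100% = DMSO alone without ATP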
CHRM1 antagonist: blocks human M1 muscarinic receptor; P11229; CHO-K1 hM1, Fluo-8 calcium fluorescence, ACh EC80 antagonist; inhibition, % at 3 µM; hit rate 1.3% among 360,000;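 active means percent inhibition above its own plate's cutoff, namely the mean of that plate's compound wells plus 3 SD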;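 further: peak over basal fluorescence ratio during 140 s after agonist addition; 0% = ACh EC80 plus DMSO and 100% = DMSO alone without agonist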
CHRM1 agonist: human M1 muscarinic receptor agonism; P11229; CHO-K1 hM1, Fluo-8 calcium fluorescence, agonist mode; 0% DMSO, 100% acetylcholine EC100; activation, % at 3 µM; hit rate 0.33% among 360,000; AID 588814;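 active means activation above the run's mean compound activation plus 3 SD, cut at about 16% in these data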;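 further: peak over basal fluorescence ratio within a 140 s kinetic read after compound addition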
* = called active by the depositor; x = not tested or not shown.

SMILES	CHO parental Ca	M4 ag	CHRM4 antagonist	M1 ag parental	CHRM1 PAM	OXTR potentiator	CHO-K1 Ca antag	CHRM1 antagonist	CHRM1 agonist
COc1ccccc1N1CCN(Cc2cc(=O)n3ccsc3n2)CC1	-5	0	-3	-0.1	6	-5	0	-1	-2
CCC(=O)NC(c1cccc([N+](=O)[O-])c1)c1c(O)ccc2ccccc12 (stereo not given)	-19	4	-2	6.8	9	-24	-1	1	-10
CCN(CC)CCCN(Cc1cc2cc3c(cc2[nH]c1=O)OCO3)C(=O)Nc1ccccc1OC	-15	-1	0	-0.1	7	-9	-10	-7	-6
COc1ccc(CCC(=O)NCc2cccc(C(F)(F)F)c2)cc1	-8	0	-4	-0.8	2	-4	1	-5	-7
COc1ccc(OC)c(/C=C/C(=O)OCC(=O)N2CCCC2)c1	-11	2	-11	0.3	7	2	-15	-14	-4
COc1ccc(CCn2c(-c3cc([N+](=O)[O-])cc([N+](=O)[O-])c3)nc3nc4ccccc4nc32)cc1	-12	1	-1	0.3	-3	0	8	11	-4
Cc1ccc(C)c(C(=O)COC(=O)c2ccccc2N2C(=O)C3C4CCC(C4)C3C2=O)c1 (stereo not given)	-20	10	-8	3.5	-3	-15	0	1	-2
O=C(CSc1ccccc1)Nc1cccc(S(=O)(=O)N2CCCC2)c1	-15	1	2	0.4	3	-11	-2	-4	-6
O=C(NCCN1C(=O)S/C(=C\c2ccccc2F)C1=O)C1CCN(S(=O)(=O)c2cccs2)CC1	-5	3	-1	1.8	-14	-14	7	15	1
O=C(/C(=N\O)n1cncn1)c1ccc(Cl)cc1Cl	-12	2	-2	1.2	-1	-19	-13	-8	-5
CN(c1cccc(NC(=O)CN2C(=O)c3ccccc3S2(=O)=O)c1)S(C)(=O)=O	1	1	5	0.3	-2	-7	-6	-4	-4
CC(NC(=O)C1CCCN1C(=O)OC(C)(C)C)C(=O)OCc1ccccc1 (stereo not given)	x	1	-3	0.5	-2	x	-4	1	-2
CCOC(=O)Cn1c(-c2ccccc2)ccc(C#N)c1=O	-22	0	-6	-0.1	9	2	-11	-8	-11
Cc1ccc(-c2nc3cccnc3s2)cc1NC(=O)c1ccco1	-8	1	4	0.4	0	-6	-16	2	-3
Cc1cc(OC(=O)c2ccccc2Br)cc(=O)n1C	-14	0	0	-0.3	4	-2	7	-16	-2
O=C(CSc1nc2c(c(=O)[nH]1)CCC2)Nc1ccc(F)cc1	-12	0	0	-0.2	14	-11	-5	-4	-3
COc1ccc(CN(CC(=O)NCCC(C)C)C(=O)CCC(=O)Nc2nccs2)cc1	-5	0	-20	-0.3	8	-4	0	0	-2
Cc1ccc(NC(=O)COC(=O)c2cc(=O)c3ccccc3o2)cc1F	1	0	-4	-0.2	4	-4	-6	1	0
O=C(C[n+]1ccn(-c2ccccc2)c1)c1ccc([N+](=O)[O-])cc1	-9	0	6	1.5	-7	-14	-3	2	-8
Cc1cccc(C(=O)NCN2CCN(c3ccccc3C#N)CC2)c1	x	0	-8	0.3	1	x	-3	-19	-7
O=C(CCCn1c(=O)oc2ccccc21)N1CCc2ccccc2C1	-17	0	4	0.6	-5	0	-9	6	-4
CCOc1ccccc1NC(=S)N1CCC(NC(=O)C(C)(C)C)CC1	-8	0	-1	0.6	-4	-23	-16	21	3
Clc1ccc(-c2cc(CN3CCCCC3)no2)cc1Cl	-13	1	-10	2.3	-3	-1	-14	-2	-8
COc1cccc(-c2coc3c(C)c4oc(=O)c(CCC(=O)O)c(C)c4cc23)c1	-7	3	6	0.5	12	-15	-7	-11	0
Nc1ncc(Br)cc1S(=O)(=O)NCCC(=O)NCc1ccc(F)cc1	-8	2	5	2.9	4	-4	-16	-14	-2
COc1ccc(OC)c(S(=O)(=O)N2CCC(C(=O)NC3CCCC3)CC2)c1	-4	0	-2	1.5	6	-1	-12	-4	-2
Cn1cc(C(=O)C(=O)N2CCc3ccccc32)c2ccccc21	-25	0	6	-0.4	4	-7	-8	-13	-7
Cc1ccc(Cn2c(C)c3cnn(CC(=O)NC4CCCC4)c(=O)c3c2C)cc1	-15	1	4	-0.6	-3	-6	-7	2	15
CN(C)S(=O)(=O)n1cc(/C=C(\NC(=O)c2ccccc2)C(=O)N2CCCCC2)c2ccccc21	x	1	-1	0.2	7	x	12	-9	0
CCOc1ccc2nc(-c3ccccc3)nc(SCC(=O)Nc3ncc(C)s3)c2c1	-5	1	-18	0.0	-2	2	2	8	-3
O=C(Nc1nccs1)c1csc2c1CCCC2	-20	-1	8	-0.6	-4	0	23	-10	-5
COCC(=O)Nc1c(C(=O)Nc2ccc3c(c2)OCO3)oc2ccccc12	-15	1	-1	0.7	-4	-4	-3	9	14
Cc1cccc(NCCC(=O)c2ccc([N+](=O)[O-])cc2)c1C	-10	19	-2	4.0	-9	-2	-10	20	-6
O=C(NCc1ccccc1)c1c(F)c(F)c(F)c(F)c1F	0	-1	-4	0.7	-10	-7	-8	13	-5
COC(=O)C1=C(C)Nc2c(c(=O)n(C)c(=O)n2C)C1c1ccncc1 (stereo not given)	2	1	3	0.2	6	-3	0	-6	-5
COc1ccc(OCC(=O)N/N=C/c2ccncc2)cc1	-2	2	-8	1.6	2	2	-8	3	-2
CNS(=O)(=O)c1ccc(C(=O)NCC(=O)NCCC(c2ccccc2)c2ccccc2)cc1	-18	1	-16	0.3	6	-1	-28	-14	-5
O=C(Cc1ccc([N+](=O)[O-])cc1)N/N=C/c1ccccc1F	1	0	4	2.8	2	-17	-13	-7	-2
Cc1nc(N(C)C)c2sc(=S)n(C)c2n1	-5	1	0	0.3	-8	3	2	7	-3
COc1ccc(NS(=O)(=O)c2ccc(C(=O)N(C)Cc3ccc(C)o3)cc2)cc1	-1	14	-3	13	4	-11	-4	-1	20*
O=C(NC1CCCc2ccccc21)C1CCN(S(=O)(=O)c2cccc(C(F)(F)F)c2)CC1 (stereo not given)	-21	-1	1	0.8	6	-10	-2	6	-7
CCOC(=O)/C(C#N)=C1/C=CN(c2ccc(C)cc2)C=N1	-7	6	-9	1.6	1	-3	-14	-17	-2
CN(C)S(=O)(=O)c1ccc2c(c1)nc(CCC(=O)Nc1ccc3c(c1)OCO3)n2C	-4	1	5	-0.2	-4	-6	-4	2	-6
CCN(CC)C(=O)CN(c1ccc(C)cc1)S(=O)(=O)c1ccc(SC)cc1	-25	0	4	0.3	8	-14	-14	-5	-3
CC1CCN(C(=O)C(=O)Nc2sc3c(c2C(=O)O)CC(C)(C)OC3)CC1	-15	0	5	0.0	-2	-5	2	9	-2
Cc1ccccc1S(=O)(=O)Cc1ccc(C(=O)NCCCN2CCCC2)o1	-7	0	11	0.9	-8	-2	-16	10	-6
CN(C(=O)COC(=O)C1CCN(S(=O)(=O)c2cccs2)CC1)c1ccccc1	-3	2	-7	1.2	8	-3	-7	-10	-2
CC(C)NC(=O)CSc1nc(N)c(-c2ccccc2)c(=O)[nH]1	3	0	1	0.2	-6	-4	1	7	-5
COC(CNC(=O)CCc1c(C)nc2c(-c3ccc(F)cc3)c(C)nn2c1C)OC	-4	1	5	0.3	3	1	-7	-4	-4
COCCCNc1ccc([N+](=O)[O-])cc1C(=O)Nc1cccc(C)n1	-14	6	-5	1.4	3	-9	-13	-5	-6
COc1ccc(NC(=O)NNC(=O)C(C)Oc2ccc3ccccc3c2)cc1OC (stereo not given)	-14	2	-5	0.2	-4	-6	-1	7	-1
O=C(CSc1ncn[nH]1)c1ccc2c(c1)OCO2	-5	1	14	-0.1	8	-4	-24	-8	-4
COc1ccc(CN(C)Cc2c(O)ccc3cc(Br)ccc23)cc1OC	1	5	-24	1.3	17	-9	-4	4	1
CCOCCCNc1nc2ccccc2[nH]1	-11	1	7	0.6	8	-5	-6	-2	-3
CC(=O)Nc1ccc(C2NC(=O)CCC2[N+](=O)[O-])cc1 (stereo not given)	10	0	-1	0.6	-1	-11	-13	2	0
O=S(=O)(Nc1nc2ccc(S(=O)(=O)N3CCCC3)cc2s1)c1ccc(F)cc1	-5	0	1	0.6	1	-3	-5	8	-3
COc1ccc(Br)cc1/C=N/NC(=O)C[n+]1ccccc1	-7	16	16	5.3	-1	0	2	6	-7
Cc1ccc(S(=O)(=O)NCc2cn3ccccc3n2)c(C)c1	-20	0	-1	1.2	-2	-9	-8	4	-4
CCCN1CCN(S(=O)(=O)c2cc3c(cc2C)NC(=O)CO3)CC1	-7	0	-13	0.8	-6	-6	-4	2	-8
Cc1ccc(C(=O)NC2CC(C)(C)NC(C)(C)C2)c(C)c1	-13	1	-1	0.1	15	-3	-9	-12	-2

5 of the entries above in order of their number in CHRM1 antagonist, falling.
structure | M4 ag | CHRM4 antagonist | CHRM1 PAM | OXTR potentiator | CHRM1 antagonist | CHRM1 agonist
Cc1ccccc1S(=O)(=O)Cc1ccc(C(=O)NCCCN2CCCC2)o1 | 0 | 11 | -8 | -2 | 10 | -6
COc1ccc(NC(=O)NNC(=O)C(C)Oc2ccc3ccccc3c2)cc1OC (stereo not given) | 2 | -5 | -4 | -6 | 7 | -1
COc1ccc(Br)cc1/C=N/NC(=O)C[n+]1ccccc1 | 16 | 16 | -1 | 0 | 6 | -7
Cc1ccc(S(=O)(=O)NCc2cn3ccccc3n2)c(C)c1 | 0 | -1 | -2 | -9 | 4 | -4
COC(CNC(=O)CCc1c(C)nc2c(-c3ccc(F)cc3)c(C)nn2c1C)OC | 1 | 5 | 3 | 1 | -4 | -4

Gathered by group, the entries above with a tert-butyl group
SMILES	CHO parental Ca	M4 ag	CHRM4 antagonist	M1 ag parental	CHRM1 PAM	OXTR potentiator	CHO-K1 Ca antag	CHRM1 antagonist	CHRM1 agonist
CC(NC(=O)C1CCCN1C(=O)OC(C)(C)C)C(=O)OCc1ccccc1 (stereo not given)	x	1	-3	0.5	-2	x	-4	1	-2
CCOc1ccccc1NC(=S)N1CCC(NC(=O)C(C)(C)C)CC1	-8	0	-1	0.6	-4	-23	-16	21	3
